EP2 mod: EP2 receptor (human) modulation; induction, % at 25 µM; actives 0.83% (n = 260,000); EP2-expressing cells, cAMP HTRF FRET, PGE2 co-stimulation; AID 940;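 active = compounds whose cAMP rise, as percent of the full-agonist control response, exceeds 60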;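 note: rat C6 glioma line stably carrying human EP2 under a CMV promoter; the protocol text gives 20 µM as final concentration; 100% = response of wells given 1 µM PGE2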
Target sequence (P43116 whole entry, looked up): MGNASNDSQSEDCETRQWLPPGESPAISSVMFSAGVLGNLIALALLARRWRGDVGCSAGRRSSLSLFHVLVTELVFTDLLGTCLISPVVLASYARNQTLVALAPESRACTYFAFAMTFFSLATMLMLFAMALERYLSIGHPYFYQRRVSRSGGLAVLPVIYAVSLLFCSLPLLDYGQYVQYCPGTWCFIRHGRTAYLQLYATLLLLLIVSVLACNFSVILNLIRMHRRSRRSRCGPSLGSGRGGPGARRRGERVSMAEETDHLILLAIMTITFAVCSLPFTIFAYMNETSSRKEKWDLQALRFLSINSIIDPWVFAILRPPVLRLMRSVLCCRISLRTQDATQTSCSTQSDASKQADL
Starred values were filed as active, the others as inactive.

EP2 mod	Compound
-32	Cc1nc2c(c(=O)[nH]1)CCN(Cc1ccc(N(C)CCO)cc1)C2
-5	Nc1cc(-c2ccco2)nn(CC(=O)N2CCOCC2)c1=O
-6	CC(=O)Nc1c(C(=O)O)[nH]c2ccc(F)cc12
-50	CCc1c(C)sc2nc(C(C)C)n3c(=O)n(CCC(N)=O)nc3c12
-38	O=C(O)/C=C/C(=O)Nc1cccc2c1-c1ccccc1C2=O
-92	OC(CN1CCC2(CC1)CC(O)c1ccccc1O2)c1ccc(Cl)c(Cl)c1 (stereo unspecified)
-2	Cc1ccc(S(=O)(=O)Nc2cc(C)c3oc(=O)sc3c2)cc1
37	CCc1cc2cccc(C)c2nc1SCC(=O)Nc1ccc(OC)cc1OC
-36	COc1ccc(CNc2c(-c3cc4cc(C)ccc4[nH]c3=O)nc3ccccn23)cc1
-13	C[C@H](Cn1nnc2ccccc21)NC(=O)c1cc2ccccc2oc1=O
-7	O=C(O)c1nc(-c2ccccc2)[nH]c1C(=O)O
-8	CCc1nnc(NC(=O)CSc2nc3sc4c(c3c(=O)[nH]2)CCC(C)C4)s1 (stereo unspecified)
-46	CCN(CC)c1ccc(-c2nc3cnccn3c2NCC2CCCO2)c(OC)c1 (stereo unspecified)
6	CCCn1c(=O)[nH]c2c(C(N)=O)nc(-c3ccccc3Cl)nc21
-18	COc1ccccc1NC(=O)CCN1C(=O)/C(=C/c2cc(OC)c(OC)c(OC)c2)SC1=S
-24	Cc1nc(SCC(=O)c2ccc3c(c2)OCCO3)c2c(C)c(C)sc2n1
-11	COc1ccc(CN2CCC(CNC(=O)CN3C(=O)C(C)Oc4ccccc43)CC2)cc1 (stereo unspecified)
-24	CN(C)CCNCC(=O)NCc1ccco1
-36	CCc1cc(NCc2ccncc2)n2nc3nc(C)cc(C)c3c2n1
3	O=C(NC(CO)C(=O)O)c1ccncc1 (stereo unspecified)
-80	OC(CN1CCC(O)(c2ccc(Cl)c(C(F)(F)F)c2)CC1)c1ccccc1 (stereo unspecified)
-10	O=C(Nc1sc2c(c1C(=O)Nc1ccc(O)cc1)CCCC2)c1ccco1
-12	CC(=O)NC1(c2ccc(F)cc2)CCN(Cc2cccc(Oc3ncccn3)c2)CC1
-86	S=C(NCc1ccco1)N1CCN(c2ccccc2)CC1
-38	O=C(Nc1ccc(S(=O)(=O)NCc2ccco2)cc1)c1cccc(Cl)c1
-16	COCC(=O)Nc1nnc(C(F)(F)F)s1
3	COCCNC(=S)N(Cc1cccs1)Cc1cc2cc(OC)c(OC)cc2[nH]c1=O
6	Cn1c(=O)n(C)c2cc(C(=O)N3CCC4(CC3)NC(=O)c3ccccc3O4)ccc21
-22	Cc1nc(NC(=O)CSc2nnc3c4c5c(sc4nc(C4CC4)n23)CCCC5)sc1C
-27	Cc1nnc2sc(-c3cccc(N)c3)nn12
-27	COc1ccc(NC(C)=O)cc1S(=O)(=O)Nc1ccc(C(=O)N2CCCCC2)cc1
39	Cn1c(CNc2cccc(C(F)(F)F)c2)nnc1SCC(=O)Nc1ccc2c(c1)OCO2
-36	CC(=O)C1=C(O)C(=O)N(CCCNCCO)C1c1ccc(F)cc1 (stereo unspecified)
-38	Cc1cccc(NC(=O)CSc2nc3ccccc3[nH]2)c1
-18	CCOc1ccc(N(CC(=O)N2CCN(Cc3ccccc3)CC2)S(C)(=O)=O)cc1
19	CN(C)CCCn1c(SCC(=O)Nc2cccc(C(F)(F)F)c2)nnc1-c1ccncc1
7	CCC(=O)OCC(=O)C1(OC(=O)CC)C(C)CC2C3CCC4=CC(=O)C=CC4(C)C3(Cl)C(O)CC21C (stereo unspecified)
-89	Oc1ccc(-c2nc3cnccn3c2NC2CCCC2)cc1O
7	CCOc1ccc(N(CC(=O)N2CCC(C(N)=O)CC2)S(=O)(=O)c2ccc(C)cc2)cc1
-11	CS(=O)(=O)N(CC(=O)N1CCCCC1)c1ccc(OCc2ccccc2)cc1

Some of these compounds in order of their number in EP2 mod, ascending.
SMILES	EP2 mod
Cc1cccc(NC(=O)CSc2nc3ccccc3[nH]2)c1	-38
COc1ccc(NC(C)=O)cc1S(=O)(=O)Nc1ccc(C(=O)N2CCCCC2)cc1	-27
CS(=O)(=O)N(CC(=O)N1CCCCC1)c1ccc(OCc2ccccc2)cc1	-11
CCC(=O)OCC(=O)C1(OC(=O)CC)C(C)CC2C3CCC4=CC(=O)C=CC4(C)C3(Cl)C(O)CC21C (stereo unspecified)	7
Cn1c(CNc2cccc(C(F)(F)F)c2)nnc1SCC(=O)Nc1ccc2c(c1)OCO2	39

Other compounds:
EP2 mod	Compound
6	O=C(NC1CCCCC1)C(c1ccc(Cl)cc1)N(C(=O)c1csnn1)C1CC1 (stereo unspecified)
25	CC(=O)OC1CCC2(C)C(=CC=C3C2CCC2(C)C3CCC2C(C)/C=C/C(C)C(C)C)C1(C)C (stereo unspecified)
11	CN1CCCN(C)C1c1cc([N+](=O)[O-])ccc1O
3	Cc1cccc(C)c1NC(=O)c1cncc(O)c1
-8	CC1CCN(C(=O)CN2C(=O)CN(C)C(=O)c3ccccc32)CC1
-22	COc1ccc(CN2CCC(O)(c3ccc(C)cc3)CC2)cc1OC(C)C
-6	CCN(CC)CCNc1nc2c([nH]1)c(=O)[nH]c(=O)n2C
-30	O=C(CN1C(=O)[C@@H]2CCCN2C(=O)c2ccccc21)N1CCOCC1
-20	CCc1c(C)sc2ncn(C3CCN(C(=O)CN4CCCC4=O)CC3)c(=O)c12
-19	N#CC1(Nc2ccc(-c3ccc(NC4(C#N)CCCC4)cc3)cc2)CCCC1
3	CN1C(=O)SC(Nc2cccc(C(=O)O)c2)C1=O (stereo unspecified)
-9	COc1ccc(C2(C(=O)NCCc3nc(-c4ccncc4)n[nH]3)CCCC2)cc1
-36	Cc1ccc(NC(=O)Cn2cnc3sc4c(c3c2=O)CCC(C)C4)cc1 (stereo unspecified)
-14	O=C(CSc1nc(C2CCCCC2)nc2ccccc12)N1CCOCC1
31	O=C(O)C[C@H](Cc1ccccc1)C(=O)O
27	CCC(C)Nc1nc2c(c(=O)[nH]c(=O)n2C)n1Cc1ccccc1Cl (stereo unspecified)
50	CCOC(=O)c1c(-c2ccc(C)c(C)c2)csc1NC(=O)C1CCCO1 (stereo unspecified)
0	Cn1c(=O)c2c(nc(NCCCn3ccnc3)n2CCc2ccccc2)n(C)c1=O
-38	CC1CCCC(C)N1C(=O)Cn1c2ccccc2n2c(SCC(=O)NCc3cccs3)nnc12 (stereo unspecified)
2	CC(C)(C)OC(=O)N1CCC[C@@H]1C(=O)c1cccs1
-9	CCn1c(CSc2nc(C)cc(C)n2)nnc1SCC(=O)Nc1cc(Cl)ccc1OC
-38	CC(C)[C@H]1CN(Cc2ccco2)CCN1C(=O)CCn1cnc2ccccc21
-20	Cc1cc(C(F)F)n2ncc(C(=O)N3CCN(Cc4ccco4)C[C@@H]3C(C)C)c2n1
2	Cc1cc(C)c(C(=O)Nc2nnc(C(C)C)s2)c(C)c1
4	Cc1cc(C)c2[nH]c(=O)c(C(c3nnnn3C(C)(C)C)N3CCN(c4ccccc4F)CC3)cc2c1 (stereo unspecified)
-7	O=C(c1cccnc1)C1CCN(C(=O)c2cnccn2)CC1
21	CC1CCC(O)([C@](C)(C(=O)O)c2ccccc2)CC1 (stereo partly specified)
30	COc1ccc2cc(CN(C(=O)Nc3ccc(Cl)cc3)C3CCCCC3)c(=O)[nH]c2c1
17	O=C1CC(C(=O)Nc2ccc(C(=O)O)cc2)C2(CCCCC2)O1 (stereo unspecified)
-3	COC(=O)CNC(=O)C(Cc1c[nH]c2ccccc12)NC(C)=O (stereo unspecified)
9	CC(=O)NC1=NN(C(C)=O)C2(S1)C(=O)N(C(C)C)c1ccccc12 (stereo unspecified)
-7	CCNC(=O)c1c(NC(=O)COc2cccc(C)c2)sc2c1CCCC2
-7	Cc1cccc(N(CC(=O)NCc2cccnc2)S(C)(=O)=O)c1C
20	COc1ccc(NC(=O)CSc2nc(C(C)C)nc3sc(C)c(C)c23)cc1
-2	Cc1ccc(NC(=O)c2cc3n(n2)C(C(F)(F)F)CC(c2ccco2)N3)cc1F (stereo unspecified)
2	CC(c1ccccc1F)n1cc(C(=O)NCC2CCCO2)nn1 (stereo unspecified)
51	CC(C)(C)c1ccc(C(=O)N(CCN2CCOCC2)c2nc3ccccc3s2)cc1
13	CCOC(=O)Cn1nnnc1CN(Cc1ccc(C)cc1)Cc1cc2cc(C)ccc2[nH]c1=O
-1	CCOc1ccc2[nH]c(=O)c(C(c3nnnn3C3CCCC3)N3CCCCC3)cc2c1 (stereo unspecified)
-12	O=C(O)CSc1nnc(COc2ccccc2)o1
-35	CC1CCN(c2nc3c(c(=O)[nH]2)CN(Cc2cc(F)ccc2F)CC3)CC1
-6	C=CCC(NCc1ccco1)c1ccccc1 (stereo unspecified)
-4	CC[C@H]1OC(=O)[C@H](C)[C@@H](O[C@H]2C[C@@](C)(OC)[C@@H](O)[C@H](C)O2)[C@H](C)[C@@H](O[C@@H]2O[C@H](C)C[C@H](N(C)C)[C@H]2O)[C@](C)(O)C[C@@H](C)C(=O)[C@H](C)[C@@H](O)[C@]1(C)O
-39	CN1[C@@H](C(=O)NC2CCCCC2)C[C@@H](c2ccc(F)cc2)NS1(=O)=O
22	CCn1c(COc2ccc(Br)cc2)nnc1SCC(=O)Nc1ccc(C)c(C)c1
-16	Cc1nc2c(nnn2Cc2c(Cl)cccc2Cl)c(=O)[nH]1
19	COc1ccccc1NC(=O)C1CCCN(c2ncccn2)C1 (stereo unspecified)
-13	COc1ccc([C@@H]2C[C@H](C(=O)NC(C)C)N(C)S(=O)(=O)N2)cc1
18	Cc1cc(NS(=O)(=O)c2ccc(NC(=O)C3CCCCC3C(=O)O)cc2)no1 (stereo unspecified)
-64	Cc1cc(C)c2[nH]c(=O)c(CN(Cc3cccs3)C(=S)NCCCN(C)C)cc2c1

Next part.
EP2 mod	Compound
24	O=C(O)CCCN1CCCCC1
-35	Cc1c(C(=O)NCC(C)n2cncn2)[nH]c2c(Cl)cccc12 (stereo unspecified)
-45	Cc1c(CN(C)CCOc2ccccc2)cnn1Cc1ccccc1
-17	O=C(CN1C(=O)[C@H]2CCCN2C(=O)c2ccccc21)Nc1ccc2c(c1)OCO2
-13	Cc1cc(C)cc(NC(=O)CSc2nnc(-c3ccncc3)n2C2CCCCC2)c1
-17	CCn1nc(CC(=O)Nc2nnc(C)s2)c2ccccc2c1=O
-5	O=C(CSc1nc(O)cc(=O)[nH]1)Nc1cccc(C(F)(F)F)c1
-27	O=C(Nc1ccc2oc(=O)ccc2c1)c1ccc(Cl)cc1
-23	Cc1cc2c(o1)c1cnn(CC(=O)NCc3cccnc3)c(=O)c1n2C(C)C
-34	CN1[C@@H](C(=O)Nc2cccnc2)C[C@@H](c2cccs2)NS1(=O)=O

3 structures from above, sorted by formula weight, falling.
EP2 mod	Compound
-23	Cc1cc2c(o1)c1cnn(CC(=O)NCc3cccnc3)c(=O)c1n2C(C)C
-17	CCn1nc(CC(=O)Nc2nnc(C)s2)c2ccccc2c1=O
-35	Cc1c(C(=O)NCC(C)n2cncn2)[nH]c2c(Cl)cccc12 (stereo unspecified)

(next part)
EP2 mod	Compound
-2	Cc1cccc(N(CC(=O)N2CCc3ccccc3C2)S(C)(=O)=O)c1C
-46	COc1ccc2cc(C)c3nn(CC(=O)N4CCCCC4C)c(=O)n3c2c1 (stereo unspecified)
-74	Cc1nn(C)cc1S(=O)(=O)NCCNC(=O)c1ccccn1
-28	Cc1cc(C(=O)N2CCC(c3[nH]ncc3-c3ccncc3)CC2)c(C)[nH]1
-22	CC[C@@H](Cn1nnc2ccccc2c1=O)NC(=O)c1ccco1
-27	C#CCOc1ccc(CN2CCC(NC(C)=O)(c3ccccc3F)CC2)cc1OC
-68	CCC(=O)N1c2ccc(-c3csc(NC(=O)c4ccc(F)c(F)c4)n3)cc2CC1C (stereo unspecified)
34	O=C(O)CN(CCN(CC(=O)O)CC(=O)O)CC(=O)O
-53	Cc1cc2nc(-c3cccc(NC(=O)c4cccnc4)c3)oc2cc1C
2	COc1ccc(C2(C(=O)N3CCCC3c3nc(-c4cccnc4)n[nH]3)CCCC2)cc1 (stereo unspecified)
-26	COCCn1c(SCC(=O)N2CCc3ccccc32)nnc1-c1ccco1
-8	COc1ccc(-n2c(C)nnc2SC(C)C(=O)Nc2cccc3ccccc23)cc1 (stereo unspecified)
-28	Cc1occc1-c1nn(C2CCN(C(=O)C3CC3)CC2)c(=O)o1
-13	C=C(C)[C@@H]1CC[C@]2(CO)CC[C@]3(C)[C@H](CCC4[C@@]5(C)CC[C@H](O)C(C)(C)C5CC[C@]43C)C12 (stereo partly specified)
-25	CCOC(=O)Cc1csc(NC(=O)CSc2nc3ccc(C)cc3cc2C#N)n1
25	Cc1ccc(C)c2nc(SCC(=O)N3CCCC3)c(C#N)cc12
-22	O=C(CCc1ccccc1F)N1CCCC(c2noc(-c3ccccn3)n2)C1 (stereo unspecified)
5	CCc1ccc2[nH]c(=O)c(CN(CCN3CCOCC3)C(=O)Nc3ccc(C)cc3)cc2c1
6	Cc1ccc(C(C)C(=O)N2CCC(C(=O)c3nc4ccccc4s3)CC2)cc1 (stereo unspecified)
-85	Nc1c(C(=O)Nc2ccccc2F)sc2nc3cc4c(cc3cc12)OCCO4
-20	COc1ccc(-c2ccc(=O)n(CC3CCNCC3)n2)cc1OC
-7	CC(=O)N1CCCc2cc(C(O)CN3CCN(c4ccc(F)cc4)CC3)ccc21 (stereo unspecified)
20	Cn1c(=O)c2c(nc(NCCNc3nc4c(c(=O)n(C)c(=O)n4C)n3C)n2C)n(C)c1=O
-5	O=C(c1ccc(OC2CSC2)cc1)N1CCn2c(CO)nnc2C1

Entries from the list above with a tert-butyl group:
EP2 mod	Compound
2	CC(C)(C)OC(=O)N1CCC[C@@H]1C(=O)c1cccs1
4	Cc1cc(C)c2[nH]c(=O)c(C(c3nnnn3C(C)(C)C)N3CCN(c4ccccc4F)CC3)cc2c1 (stereo unspecified)
51	CC(C)(C)c1ccc(C(=O)N(CCN2CCOCC2)c2nc3ccccc3s2)cc1

This is a subset, so the mix of outcomes need not match the whole.
